# M5 PAM = potentiates acetylcholine response at human M5 receptor | P08912 | CHO-K1 hM5, Fluo-8 calcium, ACh EC20 PAM; 0% = ACh EC20, 100% = ACh EC100 | activation, % at 3 µM | 360,000 compounds, 0.3% hits | AID 624038;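 active means activation above the run cutoff, the mean activation of all test compounds plus 3 SD, cut at about 18% in these data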
# Target sequence (P08912 whole entry, looked up): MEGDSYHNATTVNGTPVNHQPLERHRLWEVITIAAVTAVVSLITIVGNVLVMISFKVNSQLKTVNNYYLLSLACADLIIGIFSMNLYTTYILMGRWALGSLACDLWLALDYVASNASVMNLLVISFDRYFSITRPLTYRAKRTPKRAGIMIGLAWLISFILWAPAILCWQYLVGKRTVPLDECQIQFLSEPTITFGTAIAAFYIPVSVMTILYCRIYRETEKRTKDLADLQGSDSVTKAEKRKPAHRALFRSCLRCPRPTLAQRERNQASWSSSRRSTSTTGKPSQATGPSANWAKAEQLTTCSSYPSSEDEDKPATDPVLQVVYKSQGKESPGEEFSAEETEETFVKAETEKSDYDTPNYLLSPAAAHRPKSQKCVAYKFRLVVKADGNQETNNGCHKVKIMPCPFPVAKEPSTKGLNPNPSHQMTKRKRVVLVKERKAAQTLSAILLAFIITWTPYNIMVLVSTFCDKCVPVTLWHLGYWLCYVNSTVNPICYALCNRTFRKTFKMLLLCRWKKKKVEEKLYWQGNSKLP
#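 Test system: CHO-K1 hM5 cells / Doses: single-point, 3 µM nominal / Times: Post-acetylcholine fluorescence recording 140 s / Technique: Fluo-8 calcium fluorescence / Measure: Max/basal fluorescence ratio as % of EC20–EC100 ACh window / Benchmarks: low control EC20 acetylcholine (0%), high control EC100 acetylcholine (100%) / Replicates: one well per compound, no replicates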
# TAAR1 antagonist = human TAAR1 antagonism. CHO RD-HGA16 TAAR1, Fluo-8 calcium fluorescence, antagonist. inhibition, % at 3 µM. AID 624466. 360,000 compounds, 1.5% hits;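 active means inhibition above a per-plate cutoff, the mean inhibition of test compounds on that plate plus 3 SD, cut at about 49% in these data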;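 further: 0% = DMSO plus EC80 beta-PEA response and 100% = DMSO alone without agonist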
#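 Test system: RD-HGA16 CHO cells with stable hTAAR1 and Gα16 / Probe or stimulus: EC80 β-phenethylamine stimulus / Times: seeding 17-24 h prior, 75-min 37 °C, 30-min RT dye loading / Detection: Fluo-8 calcium-sensitive fluorescence / Read-out basis: % inhibition scaled between DMSO and EC80 PEA controls / Repeats: singlicate, one well per test compound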
# CRFBP-R2 agonist = CRF-BP/CRF-R2 complex agonism; HEK293 CRF-R2/CRF-BP, calcium dye fluorescence (FLIPR); percent of saturating CRF peptide response; activation, % at 13.2 µM; 350,000 compounds, 0.46% hits;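 active means activation of at least 50%, plus an integration ratio under a set limit after plate pattern correction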;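 further: plate controls were neutral control wells without compound for no effect and CRF at EC100 for full effect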
# TAAR1 ag = agonists of human TAAR1; activation, % at 3 µM; CHO RD-HGA16 TAAR1, Fluo-8 calcium fluorescence; vehicle wells 0%, saturating PEA agonist 100%; AID 624467; 360,000 compounds, 0.99% hits; Q96RJ0;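 active means activation above the mean activation of all test compounds in the run plus 3 SD, cut at about 38% in these data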
#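 System: CHO-derived RD-HGA16 cells with stable Gα16 and human TAAR1 / Times: 17-24 h plating, Fluo-8 75 min 37 °C, 30 min RT / Technique: calcium-sensitive Fluo-8 signal, excitation 470-495, emission 515-575 nm / Measure: % activation relative to PEA EC100 response / Benchmarks: DMSO and PEA EC100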
# M4 PAM = positive allosteric modulators of human muscarinic M4 receptor; P08173; CHO-K1 hM4/Gqi5, Fluo-8 calcium fluorescence, ACh EC20; 0% = ACh EC20, 100% = maximal ACh; activation, % at 3 µM; 360,000 compounds, 0.4% hits;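 active means activation above its plate's cutoff, the mean activation of sample wells plus 3 SD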; further: some results filed as inactive read as strong as hits
# Target sequence (P08173 whole entry, looked up): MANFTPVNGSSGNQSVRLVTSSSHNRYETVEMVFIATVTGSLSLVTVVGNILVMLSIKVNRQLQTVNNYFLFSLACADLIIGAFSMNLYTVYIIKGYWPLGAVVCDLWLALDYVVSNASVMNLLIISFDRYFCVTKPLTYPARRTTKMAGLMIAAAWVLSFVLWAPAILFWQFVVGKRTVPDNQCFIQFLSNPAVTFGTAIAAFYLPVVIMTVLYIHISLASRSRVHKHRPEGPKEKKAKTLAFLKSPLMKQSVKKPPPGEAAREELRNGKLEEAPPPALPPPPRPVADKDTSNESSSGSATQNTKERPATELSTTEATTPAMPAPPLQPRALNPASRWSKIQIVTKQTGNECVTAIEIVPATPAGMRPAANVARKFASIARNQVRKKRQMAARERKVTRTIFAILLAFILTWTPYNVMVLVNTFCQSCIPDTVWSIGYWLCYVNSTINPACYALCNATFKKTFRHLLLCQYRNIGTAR
# CRFR2-BP antag = blocks CRF-induced signaling of the CRF-BP/CRF-R2 complex; HEK293 CRF-R2/CRF-BP, CRF-induced calcium fluorescence; inhibition, % at 11.8 µM; 350,000 compounds, 0.59% hits;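 active means inhibition of the ligand-induced calcium signal above about 50% at the single tested concentration, limit read from the data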
# CHRM5 antagonist = antagonists of human muscarinic M5 receptor (CHRM5); 360,000 compounds, 0.59% hits; inhibition, % at 3 µM; CHO-hM5 cells, Fluo-8 calcium fluorescence, ACh EC80; AID 624040; P08912;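 active means inhibition above a per-plate cutoff, the mean of that plate's test compounds plus 3 SD, cut at about 27% in these data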;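 further: 0% = acetylcholine EC80 with DMSO and 100% = DMSO without agonist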
# CHRM5 agonist = agonists of human muscarinic M5 receptor (CHRM5); 360,000 compounds, 0.19% hits; AID 624037; activation, % at 3 µM; P08912; CHO-K1 hM5 cells, Fluo-8 calcium fluorescence; 0% DMSO wells, 100% maximal acetylcholine response;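 active means activation above the run's mean over test compounds plus 3 SD, cut at about 23% in these data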;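 further: signal is peak over basal fluorescence ratio across the kinetic read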
# M1 PAM parental = counter-screen for M1 PAMs: effect in parental CHO-K1 cells; activation, % at 3 µM; 360,000 compounds, 0.02% hits; ATP EC20, Fluo-8 calcium fluorescence; 0% at ATP EC20, 100% at ATP max;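 active means activation above the run cutoff, the mean activation of all test compounds plus 3 SD, cut at about 40% in these data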;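 further: peak over basal fluorescence ratio in a 140 s read after ATP addition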
# * = called active by the depositor; nt = not tested or not shown.
# Start of the listing, in advance (four entries):
# Codes: A = M5 PAM; B = TAAR1 antagonist; C = CRFBP-R2 agonist; D = TAAR1 ag; E = M4 PAM; F = CRFR2-BP antag; G = CHRM5 antagonist; H = CHRM5 agonist; I = M1 PAM parental
Cc1ccc(Nc2ccc(NCc3ccccc3)nn2)cc1C
  A: -10	B: -10	C: -1.4	D: 11	E: -13	F: -21	G: -4	H: -2	I: 9
CCOC(=O)C1=C(c2ccccc2)Nc2ncnn2C1c1cccc(O)c1 (stereo not drawn)
  A: 5	B: -37	C: 0.7	D: 0	E: -7	F: 3	G: 0	H: 1	I: -21
CCOC(=O)C1=C(C)C(c2ccccc2O)NC(=O)N1 (stereo not drawn)
  A: 3	B: 5	C: 0.9	D: 5	E: 0	F: -25	G: -2	H: 0	I: 20
COc1ccc([C@H]2CC(=O)C=C(c3ccc(Cl)c(F)c3)C2)cc1
  A: 1	B: 32	C: 2.3	D: 10	E: -9	F: -15	G: 4	H: -2	I: -8

# The whole of this part, previewed entries included:
# Codes: A = M5 PAM; B = TAAR1 antagonist; C = CRFBP-R2 agonist; D = TAAR1 ag; E = M4 PAM; F = CRFR2-BP antag; G = CHRM5 antagonist; H = CHRM5 agonist; I = M1 PAM parental
Cc1ccc(Nc2ccc(NCc3ccccc3)nn2)cc1C
  A: -10	B: -10	C: -1.4	D: 11	E: -13	F: -21	G: -4	H: -2	I: 9
CCOC(=O)C1=C(c2ccccc2)Nc2ncnn2C1c1cccc(O)c1 (stereo not drawn)
  A: 5	B: -37	C: 0.7	D: 0	E: -7	F: 3	G: 0	H: 1	I: -21
CCOC(=O)C1=C(C)C(c2ccccc2O)NC(=O)N1 (stereo not drawn)
  A: 3	B: 5	C: 0.9	D: 5	E: 0	F: -25	G: -2	H: 0	I: 20
COc1ccc([C@H]2CC(=O)C=C(c3ccc(Cl)c(F)c3)C2)cc1
  A: 1	B: 32	C: 2.3	D: 10	E: -9	F: -15	G: 4	H: -2	I: -8
O=C(CCC1CCCC1)N1CCN(S(=O)(=O)Cc2ccccc2)CC1
  A: -5	B: 14	C: 10	D: 20	E: 2	F: -13	G: 1	H: 9	I: 17
O=C(Nc1ccc(Cc2ccncc2)cc1)c1ccco1
  A: -3	B: 0	C: 1.1	D: 27	E: 1	F: -1	G: 1	H: 3	I: 13
COc1ccc([C@H]2CC(=O)C=C(c3ccc4[nH]ccc4c3)C2)cc1OC
  A: -13	B: 29	C: -0.6	D: 11	E: 3	F: 1	G: 9	H: 11	I: 1
CCCCOC(=O)C1=C(C)NC2(O)c3ccccc3C(=O)C12O (stereo not drawn)
  A: -7	B: -16	C: 0.2	D: -3	E: -3	F: 7	G: 7	H: -2	I: 9
CCN(CC)CCNC(C(=O)Nc1ccc([N+](=O)[O-])cc1Br)c1ccccc1 (stereo not drawn)
  A: 0	B: -17	C: -2.8	D: 11	E: -4	F: 24	G: -2	H: -6	I: 24
O=[N+]([O-])c1cnccc1NC1CCCCC1
  A: 4	B: -12	C: -1.1	D: -1	E: 0	F: 0	G: 9	H: -4	I: 24
CC1(c2ccc(OC(F)F)cc2)NC(=O)N(CC(=O)Nc2ccc(OC(F)F)cc2)C1=O (stereo not drawn)
  A: 7	B: 83*	C: 47	D: 103*	E: -7	F: -39	G: 22	H: 27*	I: 8
Cc1cc2n(n1)C(c1sccc1C)Nc1c(C)cccc1-2 (stereo not drawn)
  A: -1	B: -29	C: -0.1	D: 17	E: 2	F: 4	G: 5	H: 3	I: -6
O=C(NN1C(=O)/C(=C/c2cccnc2)SC1=S)C(c1ccccc1)c1ccccc1
  A: -15	B: 30	C: 0.9	D: 16	E: -8	F: -24	G: 7	H: 3	I: -9
CC(=O)Nc1ccc(NC(=O)CSc2nc3c([nH]c4ccccc43)c(=O)n2-c2ccccc2F)cc1
  A: -13	B: 37	C: 0.7	D: 4	E: -2	F: 10	G: 9	H: -3	I: -15
CCCOc1ccc(CC(=O)N/N=C\c2ccc(F)cc2)cc1
  A: 1	B: 17	C: -2.0	D: 19	E: -6	F: -9	G: -6	H: 4	I: -12
Cc1ccc(/C=N/NC(=O)C(O)c2ccccc2)o1 (stereo not drawn)
  A: 1	B: 7	C: 1.4	D: 3	E: 21	F: -2	G: 7	H: 3	I: 4
Cc1cc(C)c2cc(CN(Cc3ccco3)C(=S)NCC3CCCO3)c(=O)[nH]c2c1 (stereo not drawn)
  A: -6	B: 1	C: 0.9	D: 8	E: -4	F: -13	G: 11	H: -1	I: 18
c1ccc(Cc2nnc3sc(-c4ccc5c(c4)OCCO5)nn23)cc1
  A: -9	B: -33	C: -3.4	D: -1	E: 1	F: 19	G: 2	H: -5	I: 10
COc1ccc(COc2ccsc2C(=O)Nc2ccc(Cl)cc2)cc1
  A: 0	B: 7	C: 0.0	D: 3	E: 1	F: -53	G: 6	H: -3	I: 20
Cc1ccc(OCCn2cc(/C=C(\C#N)C(=O)NCC3CCCO3)c3ccccc32)cc1 (stereo not drawn)
  A: -12	B: 40	C: 7.8	D: 7	E: -11	F: -15	G: 8	H: -2	I: 4
CCc1ccc(NC(=O)CSc2nc3c(c(=O)n(C)c(=O)n3C)n2C)cc1
  A: -1	B: -20	C: -1.4	D: 2	E: 4	F: 8	G: 0	H: 3	I: 6
COc1ccc(S(=O)(=O)NCc2cccnc2)cc1Br
  A: -15	B: 28	C: 0.3	D: 4	E: -8	F: 8	G: 15	H: 8	I: 8
C[C@@H]1CN([C@H](C)CO)C(=O)c2cc(Br)cnc2O[C@@H]1CN(C)C(=O)c1ccccc1
  A: -1	B: -10	C: 0.5	D: 0	E: 1	F: -3	G: -1	H: -1	I: 14
O=C(NCCN1CCOCC1)c1ccc2ccccc2c1
  A: -3	B: 8	C: 1.3	D: 0	E: 3	F: 21	G: 3	H: 0	I: -4
CC(C)(C)OC(=O)N1CC=C2C(C#N)=C(N)C(C#N)(C#N)[C@H](c3cccnc3)[C@H]2C1
  A: -5	B: -5	C: 3.5	D: 16	E: 6	F: 34	G: 5	H: 2	I: 13
OCC1=C[C@@H](O)[C@@H]2C=CO[C@@H](O[C@@H]3O[C@H](CO)[C@@H](O)[C@H](O)[C@H]3O)[C@H]12
  A: -2	B: -4	C: 6.1	D: 1	E: 4	F: -22	G: 6	H: 0	I: 15
CCCCCCSc1cc(-c2nc3ccc(Cl)cn3c2NC2CCCCC2)ccc1OC
  A: 8	B: 11	C: -0.9	D: 2	E: 10	F: 0	G: 3	H: 5	I: 20
COc1ccccc1C(C)NC(=O)C1CCN(S(=O)(=O)c2cccs2)CC1 (stereo not drawn)
  A: 1	B: -26	C: -1.4	D: 17	E: 12	F: 4	G: 14	H: -2	I: 20
Cc1ccc(S(=O)(=O)N2[C@@H](Cc3ccccc3)CO[C@H]2CC(=O)OCc2ccccc2)cc1
  A: -8	B: 23	C: nt	D: 3	E: -5	F: nt	G: -1	H: 0	I: nt
CC(C)CNC(=O)COC(=O)c1ccc(Cl)c(S(=O)(=O)N2CCc3ccccc32)c1
  A: -2	B: 23	C: -1.9	D: 4	E: 11	F: -6	G: 6	H: -5	I: -3
O=C(Nc1nc(-c2ccccc2)cs1)c1cccc(S(=O)(=O)N2CCN(Cc3ccccc3)CC2)c1
  A: 2	B: -4	C: 7.3	D: 12	E: 3	F: 14	G: 2	H: -6	I: 9
O=c1[nH]nc(Cc2ccc(-c3ccc(Cl)cc3)o2)c2ccccc12
  A: -6	B: 35	C: -1.0	D: 5	E: -3	F: -33	G: 12	H: 0	I: 17
COc1ccc(/C=C/C(=O)Nn2cnnc2)cc1
  A: -4	B: -2	C: 0.1	D: 2	E: -1	F: 6	G: -1	H: 0	I: 11
N#CC(Cc1ccccc1)(Cc1ccccc1)C(=O)NN
  A: 0	B: -9	C: -0.8	D: 3	E: 2	F: 4	G: 16	H: 3	I: 13
O=C(N[C@H]1C/C=C\C(c2cccc(F)c2)N(Cc2ccccc2)C(=O)C1)OCC1c2ccccc2-c2ccccc21 (stereo partly drawn)
  A: -8	B: -11	C: 9.4	D: 4	E: -6	F: 98*	G: 6	H: 1	I: -2
CCOc1cc(C2C(C#N)=C(N)Oc3n[nH]c(CC)c32)ccc1OCCN1CCOCC1 (stereo not drawn)
  A: 2	B: 5	C: -1.0	D: 9	E: -1	F: -6	G: -2	H: -1	I: -3
COc1ccc(-c2[nH]ncc2-c2nc(C)cs2)c(O)c1
  A: 5	B: 13	C: 0.0	D: 10	E: 16	F: 16	G: -20	H: 4	I: -3
O=C(CCNC(=O)c1ccco1)Nc1cccc(C(F)(F)F)c1
  A: 2	B: 19	C: -2.8	D: -1	E: -5	F: 12	G: 12	H: -1	I: 8
O=C(CC(CC(=O)c1ccc(Br)cc1)c1cccnc1)c1ccc(Br)cc1
  A: -3	B: 40	C: 2.6	D: 2	E: -5	F: -2	G: 13	H: -3	I: -3
CN(C)c1ccc(C(=O)Nc2ccc(O)c3c(=O)cc(-c4ccccc4Cl)oc23)cc1
  A: 8	B: 24	C: -0.1	D: 5	E: 1	F: 1	G: 8	H: -2	I: 18
COc1ccc(-c2nc(-c3cccs3)no2)cc1
  A: 2	B: -35	C: 6.0	D: 3	E: 3	F: 12	G: 7	H: 2	I: 9
Cc1nc(C(F)(F)F)ccc1C(=O)N1CCC1(C)C(=O)NCc1ccc(Cl)cc1 (stereo not drawn)
  A: 5	B: -19	C: nt	D: 0	E: -2	F: nt	G: -15	H: 0	I: 13
O=C(COC(=O)C1(c2ccc(F)cc2)CCCC1)N1CCNC1=O
  A: -2	B: -1	C: -1.6	D: 4	E: -1	F: -6	G: 2	H: 0	I: 14
CC1CCN(C(=O)Cn2cc3c(n2)CCCC3)CC1
  A: -5	B: -9	C: 3.9	D: 1	E: 5	F: -5	G: 2	H: 2	I: 10
C/C(=N\NC(=O)c1nnn(-c2nonc2N)c1-c1ccc2c(c1)OCO2)c1cccs1
  A: 7	B: 96*	C: 44	D: 144*	E: 13	F: -69	G: 2	H: 3	I: 20
C=CCNC(=S)Nc1cc(C)ccn1
  A: 11	B: 0	C: -0.9	D: 8	E: -3	F: -3	G: 0	H: -2	I: 15
COc1ccc(S(=O)(=O)NCC(c2cccnc2)N2CCN(c3ccc(F)cc3)CC2)cc1C (stereo not drawn)
  A: 0	B: -3	C: -0.8	D: 4	E: 3	F: 22	G: 1	H: -2	I: 18
Cc1cc(NC(=O)c2ccoc2C)no1
  A: -6	B: -17	C: 0.4	D: 1	E: 3	F: -7	G: 4	H: -7	I: -18
CCC1CCCCN1C(=O)CCS(=O)(=O)c1ccccc1 (stereo not drawn)
  A: -7	B: -9	C: 1.4	D: 1	E: -1	F: 7	G: 6	H: 0	I: 6
CC1CN(C2=NC(=O)/C(=C/c3ccncc3)S2)CC(C)O1 (stereo not drawn)
  A: 5	B: -15	C: -1.3	D: 1	E: -2	F: 3	G: -2	H: 5	I: 2
